BCR signal inh: qHTS Assay to Find Inhibitors of Chronic Active B-Cell Receptor Signaling | ABC-DLBCL IkBa-CBG/CBR reporter, luminescence ratio, 4 h | Potency, µM (highest dose often 46.1 µM), for inactives: top-dose ratio change, negative = lower green/red ratio, hits mostly inhibitors | 0.05% of 340,000 active | AID 493014, 2011; active means well fitted inhibition curve with a large enough effect in the signal ratio, with a control signal flat, not every such curve was filed as active; inconclusive means small, poorly fitted or top-dose-only effect, or effect the other way, or a change in a side signal; the % refers to the signal ratio;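 further: potency means the concentration at half of the fitted maximal effect; plate controls were basal doxycycline-induced cells for no effect and cells given 10 µM MG132 for full effect; MG132 reads +100%, hits lower the ratio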
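Doxycycline induced both beetle luciferases in TMD8 lymphoma cells; IKK-driven degradation limits the IkappaBalpha-fused green signal, while red luminescence normalises for cell number and nonspecific effects. Compounds tested up to 46 uM, 4 hrs.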
B2AR arrestin: qHTS assay of beta-arrestin-biased ligands of beta2-adrenergic receptor; Beta-2 adrenergic receptor (Homo sapiens), P07550; beta-arrestin recruitment to beta2AR, cell-based reporter; Potency, µM (highest dose often 46.1 µM), inactives show top-dose activation, usual class: activators; 0.02% of 330,000 active; AID 492947, 2010;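 further: potency means the concentration at half of the fitted maximal effect; 0% = DMSO controls and full agonism = EC100 isoproterenol or metaproterenol; nearly all actives have a fitted effect of over 65% in size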
Target sequence (P07550 whole entry, looked up): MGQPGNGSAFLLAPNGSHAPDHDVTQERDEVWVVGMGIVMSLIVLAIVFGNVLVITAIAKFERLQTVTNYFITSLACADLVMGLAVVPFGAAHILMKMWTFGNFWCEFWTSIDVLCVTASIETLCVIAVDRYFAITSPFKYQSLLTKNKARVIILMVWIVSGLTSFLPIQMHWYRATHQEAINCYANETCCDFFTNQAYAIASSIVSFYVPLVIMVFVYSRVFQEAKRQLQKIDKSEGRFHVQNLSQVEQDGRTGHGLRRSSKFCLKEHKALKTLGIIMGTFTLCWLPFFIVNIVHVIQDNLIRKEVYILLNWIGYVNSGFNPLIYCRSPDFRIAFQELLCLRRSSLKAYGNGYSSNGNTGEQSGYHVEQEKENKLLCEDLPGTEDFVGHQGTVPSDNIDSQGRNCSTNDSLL
USP2a block: qHTS Assay for Inhibitors of Ubiquitin-specific Protease USP2a Using CHOP2 as the Reporter; Ubiquitin carboxyl-terminal hydrolase 2 (Homo sapiens), O75604; USP2 core, Ub-CHOP2 coupled fluorogenic reporter, 485/531; Potency, µM (doses to about 38.3 µM), for inactives: at the top dose activity change, negative = inhibition, usual class: inhibitors; 0.01% of 330,000 active;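 further: potency means the concentration at half of the fitted maximal effect; plate controls were DMSO wells for no effect and full inhibition by NEM control for full effect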
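USP2 core (10nM final) preincubated 30min RT with compound in 20mM Tris-HCl pH 8.0, 2mM CaCl2, 2mM beta-mercaptoethanol, 0.05% CHAPS; 25nM Ub-CHOP2 plus 25nM reporter substrate added, fluorescence (Ex485/Em531) read after 60min.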
KCNH2 3.1 block: qHTS for Inhibitors of KCHN2 3.1: Mutant qHTS; 0.95% of 340,000 active; activity change, % (tested at about 1.8 µM); U2OS KCNH2 3.1, thallium flux FluxOr; active compounds read low; Potassium voltage-gated channel subfamily H member 2, brain isoform KCNH2 3.1 (human); AID 720553, 2013;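 active means maximum activity change below -70%; inconclusive means maximum activity change from -70% to -50%; inactive means maximum activity change above -50%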;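 further: thallium influx rate constant from kinetic fluorescence after stimulation buffer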
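Thallium flux read-out: FluxOr dye with Red40 quencher in HBSS/HEPES, 45 min at RT. Rate constants from kinetic reads were normalized to positive and negative DMSO controls. Cells: U2OS virally expressing the 3.1 isoform.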
GALK inhibitor: qHTS Assay for Inhibitors of Human Galactokinase (GALK). AID 1868, 2009. Potency, µM (series often up to 57.5 µM), without a hit: at the top dose activity change, negative = inhibition, hits mostly inhibitors. Purified GALK, Kinase-Glo residual ATP luminescence. P51570. 0.007% of 270,000 active; further: potency means the concentration at half of the fitted maximal effect
Target sequence (P51570 whole entry, looked up): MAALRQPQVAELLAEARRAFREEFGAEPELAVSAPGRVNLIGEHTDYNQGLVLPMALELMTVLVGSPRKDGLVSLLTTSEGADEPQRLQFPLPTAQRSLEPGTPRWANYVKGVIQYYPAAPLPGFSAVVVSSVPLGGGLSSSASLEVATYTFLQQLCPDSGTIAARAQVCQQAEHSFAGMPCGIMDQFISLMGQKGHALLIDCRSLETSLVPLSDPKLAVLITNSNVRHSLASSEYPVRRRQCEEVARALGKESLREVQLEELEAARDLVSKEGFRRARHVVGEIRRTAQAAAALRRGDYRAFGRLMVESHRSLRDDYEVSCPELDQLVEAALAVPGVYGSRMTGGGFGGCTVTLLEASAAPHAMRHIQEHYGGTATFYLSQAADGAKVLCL
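Galactose (100 uM) and ATP (35 uM) were turned over by 5 nM GALK for 1 h at RT. Kinase-Glo Plus then converted the remaining ATP into a luminescent signal.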
uPA generation: qHTS for Inhibitors of Cell Surface uPA Generation; 0.31% of 330,000 active; cell surface uPA generation assay, qHTS; AID 540303, 2011; Potency, µM (titrated, usually from 38.3 µM), for inactives: at the top dose activity change, negative = inhibition, actives largely listed as inhibitors; active means well fitted inhibition curve with a large enough effect; inconclusive means small, poorly fitted or top-dose-only effect; inactive means no such curve, though single readings can be large or run the other way; tested in mouse RAW 264.7 cells; further: potency means the concentration at half of the fitted maximal effect; nearly all actives have a fitted effect of over 55% in size
PKM2 activator: qHTS Assay for Activators of Human Muscle isoform 2 Pyruvate Kinase | Pyruvate kinase PKM (Homo sapiens), P14618 | purified PKM2, Kinase-Glo ATP luminescence, activation; response scale: 0% is enzyme alone, no compound | Potency, µM (titrated, usually from 57.5 µM), for the others: top-dose activation, actives largely listed as activators | 0.34% of 260,000 active; further: potency means the concentration at half of the fitted maximal effect; nearly all actives have a fitted effect of over 55% in size
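Purified hPK-M2 (>95% pure) converted ADP (0.1 mM final) to ATP with 0.5 mM PEP in 50 mM imidazole pH7.2, KCl, MgCl2, Tween 20, BSA; 1 h at room temperature. ATP detected by Kinase-Glo luminescence.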
Eya2 inh: qHTS Assay for Inhibitors of the Phosphatase Activity of Eya2. Protein phosphatase EYA2 (Homo sapiens), O00167. recombinant Eya2, OMFP fluorescence dephosphorylation (OMFP is methylfluorescein phosphate). Potency, µM (series often up to 76.9 µM), without a hit: at the top dose activity, negative = inhibition, actives largely listed as inhibitors. 0.006% of 330,000 active; further: potency means the concentration at half of the fitted maximal effect
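Eya2 protein (added as 0.2 uM solution) was preincubated with compound for 10 min at ambient temperature in 50 mM HEPES pH 7.5, 50 mM NaCl, 5 uM MgCl2, 0.05% BSA, 1 mM DTT. OMFP (added at 50 uM) then reacted 10 min; fluorescence read at 485/525 nm.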
hERG WT inh: qHTS for Inhibitors of KCHN2 3.1: Wildtype qHTS; U2OS, BacMam KCNH2, thallium flux FluxOr; active compounds read low; activity change, % at 1.84 µM; 0.37% of 340,000 active;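 active means maximum activity change below -70%; inconclusive means maximum activity change between -70% and -50%; inactive means maximum activity change above -50%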
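U2OS cells were transduced with wild-type KCNH2 virus (2.03 x 10^8 / mL) for 4 h at room temperature, then cultured overnight at 37 C. Thallium flux was read with FluxOr dye. Rate constants were normalized to DMSO controls.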
Giardia kill: Small Molecules that selectively kill Giardia lamblia: qHTS; Giardia lamblia trophozoite viability; activity change, % at 7.66 µM, hits read low; 0.15% of 340,000 active; in the data active means activity change below about -80%; inconclusive means between about -30% and that limit;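 further: parasites exposed to compound for two days anaerobically before the ATP read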
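Giardia trophozoites, 100 cells per well, were exposed to compounds for 48 hrs at 37 deg C under anaerobic conditions; viability was then read as ATP content by bioluminescence after 15-30 min at room temperature.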
FBPA coupling cs: qHTS Assay for Inhibitors of Fructose-1,6-bisphosphate Aldolase from Giardia Lamblia: Coupling assay counterscreen; coupling enzyme system counterscreen, AmpLite Red fluorescence; activity change, negative = inhibition, % at 58.2 µM, hits read low; 0.67% of 290,000 active; AID 2472, 2010; in the data active means activity change below about -30%
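Coupling enzymes only (glyceraldehyde-3-phosphate) + compound, at 57.5 uM final, 10 min RT; add substrate/coupling/AmpLite Red mix, 20 min RT; fluorescence ex 525/em 598 nm. Actives flag coupling-system interference.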
Numbers without * were called inactive; ? = inconclusive; . = no result given; [ ] = dose if it differs, or a comment. Unless noted, the call rests on the fitted dose curve; in most records, active means well fitted curve in the direction sought with a large enough effect; inconclusive means small, poorly fitted or top-dose-only effect, or another doubt; inactive means no such curve, though single readings can be large; an effect the other way counts as inactive or inconclusive. Unless noted, on the % scale 0 is the no-effect control and ±100 the full control effect.

no.	molecule	BCR signal inh	B2AR arrestin	USP2a block	KCNH2 3.1 block	GALK inhibitor	uPA generation
1	COc1ccc(C(C)(C)C)cc1NS(=O)(=O)c1cccc2cccnc12	-1%	-0.5%	0%	7	0%	0%
2	COc1cc(C(=O)Nc2ccc(S(=O)(=O)Nc3nccc(C)n3)cc2)cc(OC)c1OC	-2%	-0.6%	3%	23	1%	2%
3	O=C(c1ccc(CS(=O)c2ccc(F)cc2)o1)N1CCN(C2CCCCC2)CC1 (configuration not stated)	-5%	-0.4%	3%	12	-2%	-1%
4	O=C1CN(C(=O)c2ccc3nc(Cc4cccc(Cl)c4)oc3c2)CCN1	1%	-0.9%	1%	-16	1%	-11%
5	COc1ccccc1CNC(=O)CSCc1cnn(-c2ccccc2)c1-n1cccc1	15%	0.0%	0%	-10	-1%	6%
6	COc1ccc(-n2cc(-c3ccc(Br)cc3)[nH]c2=S)cc1	2%	0.2%	0%	6	7%	5%
7	CCCC(=O)NC(c1ccco1)c1c(O)ccc2ccccc12 (configuration not stated)	-16%	0.2%	0%	1	0%	.
8	COCCNC(=O)c1ccc2c(c1)CCN2S(C)(=O)=O	1%	0.3%	0%	2	11%	5%
9	O=S(=O)(c1cccs1)N1CCCc2ccccc21	-3%	-0.1%	1%	0	0%	-3%
10	COc1ccc(NC(=O)C(=O)N2N=C(C(C)C)CC2(O)C(F)(F)F)cc1 (configuration not stated)	-20%	-4.5%	3%	-18	-2%	8%

no.	PKM2 activator	Eya2 inh	hERG WT inh	Giardia kill	FBPA coupling cs
1	.	-25%	12	-7	-1
2	-1%	2%	-2	-6	9
3	.	0%	9	9	-1
4	0%	7%	8	12	.
5	0%	-9%	-4	0	1
6	-4%	20%	-12	-7	2
7	9%	-15%	-11	-9	-7
8	0%	1%	2	-17	2
9	1%	-12%	-3	1	-10
10	1%	15%	-11	7	0

Further compounds
no.	molecule	BCR signal inh	B2AR arrestin	USP2a block	KCNH2 3.1 block	GALK inhibitor	uPA generation
11	CCOc1ccc(C(=O)NCC(=O)NCC(c2ccco2)N2CCCCC2)cc1OCC (configuration not stated)	1%	-0.1%	-2%	-4	.	0%
12	COc1cc(C)ccc1OCCOCCOc1cccc2ccc(C)nc12	2%	-0.2%	8%	18	1%	3%
13	COC(=O)Nc1snnc1C	1%	-0.1%	2%	4	0%	7%
14	Cc1ccc(N(C)C(=O)CCS(=O)(=O)c2ccc3c(c2)oc(=O)n3C)cc1	-8%	-0.1%	3%	0	1%	-1%
15	CCC(=O)c1cc2c(cc1NC(=O)c1cccs1)OCCO2	2%	0.4%	2%	3	-1%	0%
16	CC(=O)Nc1scc(C)c1-c1nc2ccccc2s1	-4%	0.3%	3%	-7	1%	-2%
17	COc1ccc(-n2c(CN3CCC(C(N)=O)CC3)nc3ccc([N+](=O)[O-])cc3c2=O)c(OC)c1	?	0.2%	1%	5	-1%	2%
18	COc1ccc(C2=Nn3c(C)nnc3SC2)cc1	-14%	0.0%	1%	2	0%	3%
19	CC(C)(C)c1cc[n+](/C(C(=S)Nc2ccccc2F)=C(/[O-])c2ccc3c(c2)OCCO3)cc1	?	-0.7%	2%	-7	0%	-4%
20	COC(=O)c1ccc(CSc2nc3c(c(=O)n2-c2ccc(Br)cc2)SCC3)o1	-7%	0.5%	1%	9	-2%	3%

no.	PKM2 activator	Eya2 inh	hERG WT inh	Giardia kill	FBPA coupling cs
11	.	7%	1	5	.
12	9%	6%	9	-2	2
13	-2%	12%	-4	-2	2
14	.	9%	-1	14	0
15	27%	-4%[15.4 µM]	-4	0	2
16	1%	-15%	0	-1	-2
17	9%	0%	3	-7	-5
18	.	-18%	6	-5	.
19	-8%	-8%	-3	0	-8
20	5%	5%	19	-9	-1

(list continues)
no.	molecule	BCR signal inh	B2AR arrestin	USP2a block	KCNH2 3.1 block	GALK inhibitor	uPA generation
21	Cc1cc(Cl)ccc1Nc1ncccc1C(N)=O	?	-0.1%	0%	10	2%	3%
22	O=C(NC1CCCCC1)c1cccc(S(=O)(=O)N2CCOCC2)c1	2%	-0.4%	1%	0	0%	-5%
23	COc1ccccc1Cc1noc(COc2cccc(C)c2C)n1	?	0.0%	-6%	-3	2%	4%
24	COc1cc(NC(=O)[C@@H]2CCCN2S(=O)(=O)c2cccc3cccnc23)cc(OC)c1OC	0%	3.0%	-3%	15	.	-18%
25	Cc1nc2nc(N)nn2c(C)c1C/C=C/c1ccccc1	-10%	-0.2%	7%	-9	3%	-3%
26	O=C(O)c1ccccc1OCc1ccccc1Cl	5%	-0.8%	-15%	10	0%	?
27	O=[N+]([O-])c1ccc2[nH]c(O)c(N=NC3CCS(=O)(=O)C3)c2c1 (configuration not stated)	2%	-0.8%	8%	3	-1%	0%
28	CSc1ccc(C#N)cc1NC(=O)c1ccc(Cl)cc1Cl	?	-0.6%	3%	0	-1%	4%
29	O=C(/C=C/c1cccs1)Nc1nccs1	?	-0.2%	13%	11	0%	-28%
30	Cc1nc2ccc(NC(=S)NC(C)C)cc2nc1C	5%	0.2%	-1%	-13	-2%	-7%

no.	PKM2 activator	Eya2 inh	hERG WT inh	Giardia kill	FBPA coupling cs
21	-2%	3%	-3	-3	0
22	-3%	8%	3	0	-1
23	6%	-17%	-6	28	-7
24	.	-6%	9	-14	.
25	-2%	-2%	0	-3	-1
26	6%	3%	-9	-2	3
27	16%	11%	-6	24	0
28	-4%	0%	14	-26	4
29	-7%	7%	-2	-3	5
30	-4%	1%	-16	-11	-16

(continued)
no.	molecule	BCR signal inh	B2AR arrestin	USP2a block	KCNH2 3.1 block	GALK inhibitor	uPA generation
31	CN(CC(=O)Nc1ccc(F)cc1)C(=O)CNC(=O)C1CCCCC1	-1%	0.3%	1%	3	.	-17%
32	CCOC(=O)c1cnn(-c2ccc(C(C)C)cc2)c1NC(=O)C1CCC1	?	0.0%	1%	-3	-2%	16%
33	CCOC(=O)c1c(NC(=O)COC(=O)c2ccccn2)sc(C(=O)N(C)C)c1C	-14%	0.3%	0%	-5	.	-1%
34	Cc1nc(-c2ccc(F)cc2)c(CC(=O)N(C)CC(=O)Nc2ccccc2C(F)(F)F)s1	-10%	0.1%	0%	-38	.	-3%
35	CC(=O)NCCCc1nc2ccccc2n1Cc1ccccc1F	-6%	-0.3%	1%	-29	5%	1%
36	COc1ccc(NC(=O)c2ccc(-n3cccn3)c([N+](=O)[O-])c2)cc1	0%	0.3%	2%	-3	1%	-2%
37	CC(C)(C)OC(=O)N1CCCC1C(=O)O (configuration not stated)	7%	0.0%	2%	16	0%	.
38	COc1ccccc1-n1cnc(N)c1C(C)=O	?	-0.3%	-1%	-2	-4%	10%
39	CCCc1cc(CNC(=O)C2CCC(=O)N(CCc3cccc(F)c3)C2)on1 (configuration not stated)	2%	0.5%	3%	3	-2%	-14%
40	O=C(NC12CC3CC(CC(C3)C1)C2)c1cccc(OC(F)F)c1	0%	0.1%	-5%	-6	6%	-4%

no.	PKM2 activator	Eya2 inh	hERG WT inh	Giardia kill	FBPA coupling cs
31	.	0%	-1	-13	.
32	1%	3%	4	8	2
33	.	-22%	-2	7	.
34	.	-20%	4	5	.
35	-3%	-21%	-4	-13	3
36	1%	6%	-7	-1	-5
37	-5%	-3%	-7	0	2
38	0%	-21%	2	-11	1
39	.	6%	2	-22	.
40	.	17%	6	-16	3

In the list so far, these contain a tert-butyl group.
no.	molecule	BCR signal inh	B2AR arrestin	USP2a block	KCNH2 3.1 block	GALK inhibitor	uPA generation
1	COc1ccc(C(C)(C)C)cc1NS(=O)(=O)c1cccc2cccnc12	-1%	-0.5%	0%	7	0%	0%
19	CC(C)(C)c1cc[n+](/C(C(=S)Nc2ccccc2F)=C(/[O-])c2ccc3c(c2)OCCO3)cc1	?	-0.7%	2%	-7	0%	-4%
37	CC(C)(C)OC(=O)N1CCCC1C(=O)O (configuration not stated)	7%	0.0%	2%	16	0%	.

no.	PKM2 activator	Eya2 inh	hERG WT inh	Giardia kill	FBPA coupling cs
1	.	-25%	12	-7	-1
19	-8%	-8%	-3	0	-8
37	-5%	-3%	-7	0	2

Source: PubChem BioAssay
